# EPAC2 antagonist = antagonists of human EPAC2. Q8WZA2. EPAC2 GEF exchange of Rap1B-BODIPY-GDP, fluorescence. Potency, µM (series often up to 114 µM), inactives show at the top dose activity, negative = inhibition, usual class: inhibitors. 0.18% of 360,000 active. AID 720708; further: potency means the concentration at half of the fitted maximal effect; on the % scale 0 is the no-effect control and ±100 the full control effect; nearly all actives have a fitted effect of over 45% in size; many of its hits are not listed in these tables
# pAkt inh = blocks phosphorylation of Akt | Neuro2A IGF-stimulated pAkt S473 HTRF, 20 min; active compounds read low | activity change, % for hits at 50 µM | 0.32% of 360,000 active; in the data active means activity change below about -80%; inconclusive means mostly about -51% to -80%; further: on the % scale 0 is the no-effect control and ±100 the full control effect
#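 Neuro2A cells in DMEM with 0.5% FBS, overnight at 37 deg C, given compound at single 50 µM final, then IGF (6 nM final) for 20 min at 37 deg C. Lysed; phospho-Akt Ser473 by HTRF after 24 h, 665/615 ratio.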
# DRD3 agonist = agonists of human D3 dopamine receptor; P35462; D3R DiscoveRx beta-arrestin cells, luminescence, 90 min; max activation, %; 0.58% of 410,000 active; in the data active means max activation above about 30%; further: 0% is about no effect; mostly tested at two doses, the higher about 12 µM
#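 Agonist-mode cell screen: cells plated at 1500/well and incubated overnight at 37 °C, then exposed to library compounds for 90 min at 37 °C. Detection reagent was added for 30–60 min at room temperature, and luminescence was read.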
# Mm-Cpn inhibitor = blocks the Methanococcus maripaludis chaperonin Mm-Cpn; AID 504842; purified Mm-Cpn ATPase, ADP Transcreener TR-FRET; Potency, µM (top dose mostly 76.9 µM), for the others: at the top dose activity, negative = inhibition, most hits filed as inhibitors; 0.031% of 330,000 active; further: potency means the concentration at half of the fitted maximal effect; on the % scale 0 is the no-effect control and ±100 the full control effect; nearly all actives have a fitted effect of over 80% in size
#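 Measured: ADP formation by purified Mm-CPN. Conditions: 25 nM protein, 10 uM ATP, Tris pH 7.4 with Mg2+, K+ and DTT, 37°C for 30 min. Detection: Transcreener HTRF after 30 min at room temperature.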
# PTHR1 ag = activates the human parathyroid hormone receptor PTHR1; 0.075% of 410,000 active; HEK293 GP2 PTHR1 cells, GloSensor cAMP luminescence, 1 h; Q03431; Potency, µM (series often up to 115 µM), for the others: at the highest dose activation, usual class: activators; further: potency means the concentration at half of the fitted maximal effect; nearly all actives have a fitted effect of over 55% in size; some results filed as inactive show a strong effect at the top dose; inactives centre near -15; many of its hits are not listed in these tables
# Target sequence (Q03431 whole entry, looked up): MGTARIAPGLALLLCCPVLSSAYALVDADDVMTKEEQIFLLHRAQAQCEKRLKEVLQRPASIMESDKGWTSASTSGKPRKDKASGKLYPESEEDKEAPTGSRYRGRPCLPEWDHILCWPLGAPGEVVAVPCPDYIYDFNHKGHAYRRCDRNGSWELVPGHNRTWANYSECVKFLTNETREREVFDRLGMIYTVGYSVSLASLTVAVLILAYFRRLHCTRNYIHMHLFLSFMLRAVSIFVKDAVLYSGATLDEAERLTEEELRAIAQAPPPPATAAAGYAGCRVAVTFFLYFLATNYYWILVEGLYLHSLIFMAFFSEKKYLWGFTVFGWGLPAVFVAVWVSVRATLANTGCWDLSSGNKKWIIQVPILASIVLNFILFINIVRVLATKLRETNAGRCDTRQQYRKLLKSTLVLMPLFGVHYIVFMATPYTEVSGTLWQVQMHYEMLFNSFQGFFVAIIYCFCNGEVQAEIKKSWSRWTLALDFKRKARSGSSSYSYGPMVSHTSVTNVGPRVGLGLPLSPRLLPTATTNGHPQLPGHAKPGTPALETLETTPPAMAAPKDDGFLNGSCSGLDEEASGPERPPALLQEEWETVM
#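 HEK-293-derived GP2 cells expressing PTHR1 and a GloSensor cAMP reporter, 3,000/well, plated overnight, given luciferin plus IBMX (each 0.5 mM as added) for 1 h at 37 °C, then compound for 1 h at 37 °C. Luminescence was read after 15 min at room temperature.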
# DRD3 antagonist = blocks the human D3 dopamine receptor; P35462; D3R cells, DiscoveRx beta-arrestin luminescence, antagonist mode; active compounds read low; max response, negative = inhibition, %; 2.5% of 360,000 active; in the data active means max response below about -50%; inconclusive means no clear call, values can overlap the other calls; further: on the % scale 0 is the no-effect control and ±100 the full control effect; mostly tested at two doses, the higher about 12 µM
#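 Cells plated overnight at 1500 cells/well, then exposed to library compounds with dopamine controls for 90 minutes at 37 degrees C. DiscoveRx reagent added for 30–60 minutes at room temperature; luminescence read, quantitative HTS format.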
# CCT chaperon mod = cytosolic chaperonin activity modulation; activity change, % (no concentration beside the values), hits read low; purified chaperonin ATPase assay, HTRF ADP detection, 30 min; 0.3% of 360,000 active; in the data active means activity change below about -30%; further: on the % scale 0 is the no-effect control and ±100 the full control effect
#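 TRiC (40 or 20 nM final, by batch activity) in 30 mM Tris pH 7.4, 100 mM KCl, 5 mM MgCl2, 1 mM DTT was treated with compound at 76 uM single dose, then 10 uM ATP, 30 min at 37 °C. ADP was read by HTRF Transcreener.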
# EPAC2 ag = agonists of human EPAC2 (RAPGEF4). EPAC2 activation, biochemical qHTS; response scale: 100% = 6.5 mM cAMP response. Potency, µM (series often up to 154 µM), without a hit: top-dose activation, usual class: activators. 0.079% of 360,000 active. AID 720711; further: potency means the concentration at half of the fitted maximal effect; nearly all actives have a fitted effect of over 50% in size
#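 qHTS, titration series. 100 nM EPAC2 / 250 nM Rap1B-BODIPY-GDP / 50 uM GDP; RT; ex 480/em 540 nm, 5-min reads to 30 min. Norm. to 6.5 mM cAMP = activation.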
# * hit, by the source's call; i = inactive; ? = inconclusive; · = not tested or not shown; [ ] = dose if it differs, or a comment. Unless noted, the call rests on the fitted dose curve; in most records, active means well fitted curve in the direction sought with a large enough effect; inconclusive means small, poorly fitted or top-dose-only effect, or another doubt; inactive means no such curve, though single readings can be large; an effect the other way counts as inactive or inconclusive. Not all compounds are listed, so the mix of outcomes need not match the whole.
SMILES,EPAC2 antagonist,pAkt inh,DRD3 agonist,Mm-Cpn inhibitor,PTHR1 ag,DRD3 antagonist,CCT chaperon mod,EPAC2 ag
CC(=O)n1cc([C@@H]2C=C(C(=O)N3CCN(C)CC3)O[C@H](OCc3ccc(CO)cc3)C2)c2ccccc21,22%,i,-1,·,-19%,-22,-2.8,9%
CCC1(c2ccc(F)cc2)NC(=O)N(CC(=O)NC2CCCCCC2)C1=O (stereo not drawn),17%,i,-6,1%,-16%,11,-1.8,-2%
CCCOc1ccc(/C=C/C(=O)NC2CCCCC2)cc1,-5%,i,1,1%,i,5,-1.9,-2%
C=CCn1c(C)cc(-c2csc(NC(=O)C3CCN(c4ncnc5sc(C)c(C)c45)CC3)n2)c1C,4%,i,3,·,-55%[inhibitor],12,0.1,-7%
CSc1nc(O)c(C(c2cccc([N+](=O)[O-])c2)c2c(O)nc(SC)[nH]c2=O)c(=O)[nH]1,-20%,i,0,0%,7%,-4,-0.6,1%
Cn1c(=O)c2cc(NC(=S)NC3CCCCC3)ccc2n1Cc1ccc(Cl)cc1,-1%,i,-13,·,-22%,?,0.1,15%
Cc1cc(NC(=O)c2cn(C3CCCCC3)c(=O)c3c2c2ccccc2n3C)no1,4%,i,6,-20%,-18%,31,-0.2,1%
CN1CCN(C(=O)c2cccc3c(-c4ccc(F)c(F)c4)coc23)CC1,-1%,i,-12,·,i,-100*,1.0,-3%
COc1ccc(N(C(=O)c2snc(C(N)=O)c2N)C(C(=O)NC2CCCC2)c2ccco2)c(OC)c1 (stereo not drawn),-14%,i,-3,-2%,-13%,-17,-3.8,2%
O=C(Cn1c(CN2CCCCC2)nc2ccccc2c1=O)Nc1ccccc1,4%,i,3,-1%,-29%[57.5 µM],6,-0.3,0%
CCCCOc1ccc(C(=O)NCC(=O)NC2CC2)cc1,11%,i,11,3%,i,15,-1.6,0%
CCCCC(CC)CNC(=O)C(=O)C1C(=O)Nc2ccccc21 (stereo not drawn),3%,i,-8,-1%,-28%,24,1.3,-9%
COC(=O)c1ccc(NC(=O)C23CC4CC(C2)CC(n2cnc(Cl)n2)(C4)C3)cc1,-12%,i,-6,1%,i,9,1.1,2%
Cc1nc(-c2ccc([N+](=O)[O-])cc2)c(-c2ccccc2)o1,-17%,i,-4,-4%,i,-4,-5.9,16%
CCOc1ccc(C(=O)/C=C/c2cn(CN3CCN(C)CC3)c3ccccc23)cc1,-12%,i,-8,0%,-7%[57.5 µM],-15,0.9,21%
COC[C@H]1CCCN1c1ccc2c(c1)O[C@@H](COCc1ccccc1)CN([C@@H](C)c1ccccc1)S2(=O)=O,5%,i,2,·,-8%,-13,0.3,9%
CC(=O)c1ccc(NC(=S)NC(=O)CC(C)C)cc1,1%,i,5,-6%,-1%,-3,0.8,6%
N#Cc1c(F)cccc1NCc1cccs1,0%,i,-4,2%,-5%,-7,1.6,10%
CC(C)CNS(=O)(=O)c1ccc(CCC(=O)N2CCN(c3ccccc3)CC2)cc1,-15%,i,2,2%,-48%[inhibitor],13,-0.9,-3%
COCCNCC(=O)Nc1ccc(C)c(S(=O)(=O)N2CCCCC2)c1,9%,i,-4,1%,0%,-10,-2.6,6%
COCCCNc1c2c(nc3nnnn13)CCCC2,9%,i,0,-2%,i,-1,-0.8,4%
COc1ccc(CC(=O)NC(=S)Nc2cccc(CO)c2)cc1,-10%,i,5,·,i,-1,-2.1,4%
Cc1nn(-c2cccc(Cl)c2)c2nc(-c3ccncc3)cc(C(=O)N3CCOCC3)c12,2%,i,-6,-20%,i,3,-0.8,-10%
COc1ccc(NC2=C(C(C)=O)C(c3ccc(OC)cc3)C(C(C)=O)C(C)(O)C2)cc1 (stereo not drawn),-7%,i,1,0%,i,0,-2.3,-1%
O=C(COc1ccc(F)cc1)N(Cc1cccs1)C1CCS(=O)(=O)C1 (stereo not drawn),2%,i,5,2%,i,-2,-2.1,5%
Cc1ccc(-c2nc3ncccc3o2)cc1NC(=S)NC(=O)c1ccco1,-2%,i,-7,0%,-13%,-2,-2.8,-4%
COc1ccccc1C(=O)Nc1nc(-c2ccc3c(c2)OCCO3)cs1,5%,i,18,-2%,-57%[inhibitor],128,1.0,11%

# Whole records from above:
# `O=C(COc1ccc(F)cc1)N(Cc1cccs1)C1CCS(=O)(=O)C1` (stereo not drawn) reads EPAC2 antagonist: 2%; pAkt inh: i; DRD3 agonist: 5; Mm-Cpn inhibitor: 2%; PTHR1 ag: i; DRD3 antagonist: -2; CCT chaperon mod: -2.1; EPAC2 ag: 5%
# `COC(=O)c1ccc(NC(=O)C23CC4CC(C2)CC(n2cnc(Cl)n2)(C4)C3)cc1` reads EPAC2 antagonist: -12%; pAkt inh: i; DRD3 agonist: -6; Mm-Cpn inhibitor: 1%; PTHR1 ag: i; DRD3 antagonist: 9; CCT chaperon mod: 1.1; EPAC2 ag: 2%

# Look-ups from above:
# DRD3 antagonist with CCOc1ccc(C(=O)/C=C/c2cn(CN3CCN(C)CC3)c3ccccc23)cc1 is entered as -15
# EPAC2 ag with COc1ccc(CC(=O)NC(=S)Nc2cccc(CO)c2)cc1 is entered as 4%
# PTHR1 ag with COc1ccccc1C(=O)Nc1nc(-c2ccc3c(c2)OCCO3)cs1 is entered as -57%[inhibitor]
# EPAC2 antagonist with CSc1nc(O)c(C(c2cccc([N+](=O)[O-])c2)c2c(O)nc(SC)[nH]c2=O)c(=O)[nH]1 is entered as -20%
# CCT chaperon mod with CCCCC(CC)CNC(=O)C(=O)C1C(=O)Nc2ccccc21 (stereo not drawn) is entered as 1.3
# EPAC2 ag with C=CCn1c(C)cc(-c2csc(NC(=O)C3CCN(c4ncnc5sc(C)c(C)c45)CC3)n2)c1C is entered as -7%

# Three compounds out of the list, arranged by heavy-atom count, highest first.
SMILES,EPAC2 antagonist,pAkt inh,DRD3 agonist,Mm-Cpn inhibitor,PTHR1 ag,DRD3 antagonist,CCT chaperon mod,EPAC2 ag
CC(C)CNS(=O)(=O)c1ccc(CCC(=O)N2CCN(c3ccccc3)CC2)cc1,-15%,i,2,2%,-48%[inhibitor],13,-0.9,-3%
COC(=O)c1ccc(NC(=O)C23CC4CC(C2)CC(n2cnc(Cl)n2)(C4)C3)cc1,-12%,i,-6,1%,i,9,1.1,2%
O=C(COc1ccc(F)cc1)N(Cc1cccs1)C1CCS(=O)(=O)C1 (stereo not drawn),2%,i,5,2%,i,-2,-2.1,5%

# Compound activity from PubChem.
